# Assay outcomes as filed in PubChem.
# 697 NFkB inh: inhibitors of PMA/ionomycin-induced NF-kB reporter, 697 cells, primary screen, B-cell NF-kB inhibitor project, cell-based, luminescence, uHTS. AID 435022, 2010. 697 B-cell NF-kB luciferase reporter, 16 h. 0.33% of 330,000 active. inhibition, % at 4 µM; in the data active = inhibition above about 35%
# HKDC1 inhibitor: HKDC1 hexokinase inhibitors, primary screen, biochemical, fluorescence, uHTS | 0.16% of 340,000 active | Q2TB90 | recombinant HKDC1, G6PDH/diaphorase resazurin coupled fluorescence | inhibition, % at 20 µM;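 active = inhibition above about 35% when tested at 20 µM, limit read from the data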;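 also: plate controls were DMSO wells with enzyme for no effect and DMSO wells lacking enzyme for full effect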
#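 test system = in-house recombinant HK5 (HKDC1) enzyme | amount = HKDC1 at 5 µg/mL | control set = DMSO-enzyme wells negative, buffer-substituted wells positive | compound = one dose of 20 µM, 1% DMSO | schedule = reaction time 90 min, room temperature, protected from light | technique = resorufin fluorescence at 613 nm | reagent = glucose with 1 mM ATP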
# UBC13 polyUb: UBC13 polyubiquitin chain formation inhibitors, primary screen, biochemical, TR-FRET, uHTS; inhibition, % at 20 µM; AID 485273, 2010; 0.47% of 330,000 active; Ubiquitin-conjugating enzyme E2 N (Homo sapiens), P61088; in the data active = inhibition above about 45%, passing the limit was not always enough
# Target sequence (P61088 whole entry, looked up): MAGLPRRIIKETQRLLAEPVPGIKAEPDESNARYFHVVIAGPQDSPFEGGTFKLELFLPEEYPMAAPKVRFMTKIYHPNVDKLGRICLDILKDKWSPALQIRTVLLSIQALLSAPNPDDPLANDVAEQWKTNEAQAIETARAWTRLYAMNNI
# Jurkat NFkB inh: inhibitors of induced NF-kB luciferase reporter, primary screen, TCR NF-kB activation inhibitor project, cell-based, luminescence, uHTS | Jurkat, PMA/ionomycin-induced NF-kB luciferase reporter | inhibition, % at 4 µM | 0.53% of 330,000 active | AID 435003, 2010
# Apaf-1 inh: inhibitors of human Apaf-1 apoptosome, primary screen, biochemical, DEVD-Rh110 fluorescence, uHTS. inhibition, % at 20 µM. AID 489030, 2010. Apoptotic protease-activating factor 1 (Homo sapiens), O14727. reconstituted apoptosome caspase-3 activity. 0.71% of 330,000 active; active = inhibition of at least 40% at 20 µM;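 also: plate controls were DMSO wells for no effect and DEVD-CHO caspase inhibitor wells for full effect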
#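 Assay system – apoptosome proteins · Medium – Hepes buffer, pH 7.5 · Also added – cytochrome c with DEVD-Rh110 · Timing – 30 min compound preincubation, 50 min activation, room temperature · Detection – Rh110 fluorescence, excitation 480 nm, emission 540 nm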
# Gli-Sufu antag: Gli-Sufu pathway antagonists, primary screen, luciferase luminescence, Sufu-KO-LIGHT cells, uHTS. inhibition, % at 5 µM. 0.74% of 340,000 active. Sufu-KO-LIGHT fibroblasts, Gli luciferase reporter luminescence;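 active = inhibition above about 55%, limit read from the data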;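 also: 0% = DMSO-treated cells and 100% = wells with medium but no cells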
# SENP7 block: SENP7 protease inhibitors, primary screen, biochemical, luminescence, uHTS. Sentrin-specific protease 7 (Homo sapiens), Q9BQF6. recombinant SENP7, Z-RLRGG-aminoluciferin luminescence, 40 min. inhibition, % at 5 µM. 1.5% of 330,000 active;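 active = inhibition above about 50% at the single test dose, limit read from the data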;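 also: plate controls were DMSO with enzyme for no effect and no enzyme buffer wells for full effect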
# Target sequence (Q9BQF6 706-1050 limits assumed): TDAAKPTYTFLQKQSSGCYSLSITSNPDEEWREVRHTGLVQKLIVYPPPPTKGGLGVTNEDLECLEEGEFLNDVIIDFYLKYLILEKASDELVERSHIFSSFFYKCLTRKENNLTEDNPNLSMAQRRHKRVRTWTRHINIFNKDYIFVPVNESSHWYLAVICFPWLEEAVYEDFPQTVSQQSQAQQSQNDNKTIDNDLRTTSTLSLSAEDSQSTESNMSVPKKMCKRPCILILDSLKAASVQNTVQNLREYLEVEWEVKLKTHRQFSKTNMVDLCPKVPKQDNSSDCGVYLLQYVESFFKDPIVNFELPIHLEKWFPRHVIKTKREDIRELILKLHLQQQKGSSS
# SENP8 block: SENP8 protease inhibitors, primary screen, biochemical, luminescence; Sentrin-specific protease 8 (Homo sapiens), Q96LD8; purified SENP8, Z-RLRGG-aminoluciferin cleavage; inhibition, % at 10 µM; 1.2% of 330,000 active; AID 2540, 2010
# Target sequence (Q96LD8 whole entry, looked up): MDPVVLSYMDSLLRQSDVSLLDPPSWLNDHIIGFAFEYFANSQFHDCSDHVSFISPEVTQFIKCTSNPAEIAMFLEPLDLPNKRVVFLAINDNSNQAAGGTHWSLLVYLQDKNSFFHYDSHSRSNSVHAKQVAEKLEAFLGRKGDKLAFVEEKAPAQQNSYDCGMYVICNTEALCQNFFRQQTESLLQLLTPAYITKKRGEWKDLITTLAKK
# Active calls of the source: *; x = no result given; & = joins results of further samples. Rule as the data show it, unless noted: active = inhibition above about 50%; inactive = the rest.
# Order of values: Gli-Sufu antag	UBC13 polyUb	Apaf-1 inh	697 NFkB inh	Jurkat NFkB inh	HKDC1 inhibitor	SENP7 block	SENP8 block
> O=C(COC(=O)C1CC(=O)N(Cc2ccccc2)C1)c1ccc(Br)cc1 (stereo not given)
  -9	7	2	17	4	-11	3	-2
> Cc1ccc(NC(=O)Cn2c(=O)cnc3ccccc32)cc1S(=O)(=O)N(C)C
  0	15	-6	-7	14	-8	-4	-3
> COc1ccc(S(=O)(=O)N2CCN(C3CCCCCCC3)CC2)cc1
  0&5	1	4	-3	0	-4&-2	1	-5
> CN(CCCC(=O)O)S(=O)(=O)c1ccc2c(c1)C(=O)c1cc(S(=O)(=O)N(C)CCCC(=O)O)ccc1-2
  -4	-13	-6	-5	-5	-3	0	8
> CC(C)(C)c1cc(NC(=O)CCl)n(-c2ccccc2)n1
  -1	-4	-5	26	12	1	5	-2
> CCOCCCNC1=C(Cl)C(=O)c2ccccc2C1=O
  7	-229	48*	14	10	16	54*	47
> Cc1cccc2cc(CN(CC(C)C)S(=O)(=O)c3ccccc3)c(=O)[nH]c12
  0	8	16	2	8	6	0	-2
> O=[N+]([O-])c1ccc2nonc2c1Nc1ccccc1
  11	-49	-8	10	10	-5	6	-12
> Cc1ccc(SC2CCN(C(=O)C3CCC(=O)N(C4CC4)C3)CC2)cc1 (stereo not given)
  10	-4	2	-30	-4	-6	6	-6
> O=C1/C(=C/c2ccccc2)SC(=S)N1CCCC(=O)N1CCCCC1CCO (stereo not given)
  59*	-11	18	-18	12	8	-5	-2
> Nc1ccc(N=Nc2ccccc2)c2cccnc12
  15	-270	22	-85	84*	4	3	1
> COC(=O)c1ccsc1NC(=O)CCS(=O)(=O)c1ccccc1
  5	-12	16	-2	1	-3	0	2
> Cc1oc2c(C)c3oc(=O)c4c(c3cc2c1C)CCCC4
  -1	10	-17	-8	2	4	7	5
> CC(C(=O)Nc1ccc(F)cc1Cl)N(C)CCOc1ccccc1 (stereo not given)
  10	-7	14	3	4	0	-2	-6
> CCOC(=O)C1CCN(C(=O)c2ccc(C)o2)CC1
  6	5	-9	3	3	-5	0	5

# Some of the entries so far, comma-delimited.
SMILES,Gli-Sufu antag,UBC13 polyUb,Apaf-1 inh,697 NFkB inh,Jurkat NFkB inh,HKDC1 inhibitor,SENP7 block,SENP8 block
COc1ccc(S(=O)(=O)N2CCN(C3CCCCCCC3)CC2)cc1,0&5,1,4,-3,0,-4&-2,1,-5
CN(CCCC(=O)O)S(=O)(=O)c1ccc2c(c1)C(=O)c1cc(S(=O)(=O)N(C)CCCC(=O)O)ccc1-2,-4,-13,-6,-5,-5,-3,0,8

# (next part)
# Order of values: Gli-Sufu antag	UBC13 polyUb	Apaf-1 inh	697 NFkB inh	Jurkat NFkB inh	HKDC1 inhibitor	SENP7 block	SENP8 block
> O=C(CNC(=O)c1ccc(Cl)cc1)Nc1ccc(S(=O)(=O)Nc2ncccn2)cc1
  2	13	-18	6	7	-5	-1	2
> COc1ccc(OC)c(C2=NOC(C(=O)Nc3cccnc3)C2)c1 (stereo not given)
  -10	12	-8	-2	10	-7	1	4
> Cc1ccc(-c2nc3cc(N)ccc3o2)cc1Br
  -86	8	9	-140	-160	5	91*	87*
> COC(=O)c1cc(Br)ccc1NC(=O)CCNC(=O)c1ccco1
  17	3	0	7	17	-4	-1	-1
> COC(=O)Cn1c(=NC(=O)C2CC2)sc2c(C)cc(C)cc21
  -1	6	20	-4	-1	-1	-2	-5
> O=S(=O)(NCc1cc(-c2ccccc2Cl)no1)c1ccccc1
  -7	7	12	6	0	8	0	-6
> CCNC(=S)Nc1ccc2ncoc2c1
  -6	-8	-9	5	3	-5	2	4
> Cc1cc(C)c(C(=O)CSc2nc(C)cc(=O)[nH]2)c(C)c1
  -20	-4	12	1	1	4	0	12
> COc1cc(C)c(NC(=O)c2cccc(S(=O)(=O)N3CCCC3)c2)cc1OC
  5	5	-4	19	-1	6	4	9
> CCCCCn1c(=N)c(S(=O)(=O)c2ccc(Br)cc2)cc2c(=O)n3cccc(C)c3nc21
  -1	2	10	16	3	-4	-2	-8
> COc1cccc(-n2c(Cc3cc(=O)[nH]c(=O)[nH]3)nnc2SCC(=O)N2CCCCCC2)c1
  -6	3	-10	4	3	-1	-12	-5
> COc1ccc(NC(=O)CN2CCN(c3ccc(Cl)cc3)CC2)c(OC)c1
  11	5	13	-7	6	7	-6	-4
> C=CCn1c(=O)c(C(=O)NCc2ccccc2)c(O)c2ccccc21
  3	20	12	-3	-2	-2	0	0
> CC(C)/C=C/C(=O)N1CCC(N2CCC(C(=O)N3CCOCC3)CC2)CC1
  1	3	-1	3	-6	0	2	14
> CCC(=O)C1CCCN(C(=O)c2ccc3nc(-c4cccc(OC)c4)oc3c2)C1 (stereo not given)
  -44	-3	15	-158	-90	2	10	-6

# 2 entries picked at random from those above, as already listed:
# Order of values: Gli-Sufu antag	UBC13 polyUb	Apaf-1 inh	697 NFkB inh	Jurkat NFkB inh	HKDC1 inhibitor	SENP7 block	SENP8 block
> COc1cccc(-n2c(Cc3cc(=O)[nH]c(=O)[nH]3)nnc2SCC(=O)N2CCCCCC2)c1
  -6	3	-10	4	3	-1	-12	-5
> COC(=O)Cn1c(=NC(=O)C2CC2)sc2c(C)cc(C)cc21
  -1	6	20	-4	-1	-1	-2	-5

# Further records.
# Order of values: Gli-Sufu antag	UBC13 polyUb	Apaf-1 inh	697 NFkB inh	Jurkat NFkB inh	HKDC1 inhibitor	SENP7 block	SENP8 block
> Cc1cccc(OCc2nnc(SCC(=O)Nc3ccc(C)c(C)c3)o2)c1
  2	-4	-7	24	6	-6	2	1
> CCn1c(C)c(C)c2cc(C(=O)NCCCN3CCCC3)ccc21
  4	4	30	-17	-11	-4	1	7
> Cc1cc(C)c2nc(N(CCN(C)C)C(=O)c3ccc(S(=O)(=O)N(C)CC4CCCO4)cc3)sc2c1 (stereo not given)
  14	2	49*	-85	-19	-4	1	0
> Cn1c(CC2Sc3ccccc3NC2=O)nnc1SCC(=O)c1ccc(Cl)cc1 (stereo not given)
  3	4	-7	6	2	1	1	4
> Cc1csc(NC(C)c2nc3cc(Cl)c(Cl)cc3n2CCCO)n1 (stereo not given)
  17	16	-3	0	7	-2	-6	2
> O=C(c1ccc([N+](=O)[O-])cc1)N1CCOC12CCN(c1ncc(C(F)(F)F)cc1Cl)CC2
  3	-5	-9	16	20	-8	0	3
> CCn1nnc(NC(=O)c2cccnc2)n1
  0	-1	-6	18	23	6	1	-7
> O=C(CSc1ncnc2c1oc1ccccc12)OCc1ccccc1
  -16	5	0	14	-8	0	8	-4
> COCc1ccc(-c2ccc3c(c2)c(C#Cc2ccsc2)c(-c2cc(OC)cc(OC)c2)n3C)cc1
  -7	28	2	-2	-11	-1	6	-3
> CC1Nc2ccccc2C(=O)N1NC(=O)c1ccc(Br)cc1 (stereo not given)
  -5	-1	14	-18	-26	-6	-9	-11
> CCOC(=O)c1sc(NC(=O)c2cccnc2)nc1C
  5	-6	6	-12	-10	-1	4	10
> Cc1ccccc1NC(=S)NC1CC2CCC(C1)N2Cc1ccco1 (stereo not given)
  6	-5	-9	11	-21	-10	4	6
> CC(C)(C)OC(=O)N1CCC[C@H]1C(=O)Nc1ccc(S(=O)(=O)C(F)F)cc1
  -1	8	0	4	11	3	1	8
> Cc1ccccc1Cn1nnc(-c2ccc(C(=O)O)cc2)n1
  4	2	3	0	-13	-8	0	-9
> O=C(NC(=S)Nc1ccccc1)c1cncc(C#Cc2ccccc2)c1
  2	0	14	1	-11	-4	12	3
> CCCCNC(=O)CSc1nc(O)cc(=O)n1C1CCCC1
  1	11	-3	12	7	8	7	0
> Cc1nc2ccccc2c2oc(C(=O)NCCCN3CCC(C)CC3)cc12
  8	4	2	-5	-10	4	0	-1
> Cc1c(C(=O)NCCS(=O)(=O)N2CCN(c3ccccc3F)CC2)cccc1[N+](=O)[O-]
  10	-6	-1	4	17	-4	16	-11
> CC(C)c1ccc(C2C(C(=O)c3ccco3)=C(O)C(=O)N2CC2CCCO2)cc1 (stereo not given)
  -33	-10	6	-3	-21	0	8	-1
> CCN(Cc1cc2ccc(C)cc2[nH]c1=O)C(=O)c1cccnc1
  x	-8	-2	-24	-16	x	-12	-6
> Cc1cccc(C)c1OCC(=O)N/N=C/c1ccc2c(c1)OCO2
  -3	-4	-8	-25	24	-6	2	-2
> C=C1CCN([C@H](C(=O)OCc2ccc(C)cc2)C(C)C)S(=O)(=O)c2ccccc21
  8	18	22	5	18	5	-3	-6
> O=[N+]([O-])c1cc(-c2ccc(/C=N/c3nc4ccccn4c3-c3ccco3)o2)ccc1Cl
  -39	-115	14	-10	-21	7	-5	-4
> CCCCC1=CC2=CC(=O)C(C)(OC(=O)CC)C(=O)C2=CN1C1CCCCC1 (stereo not given)
  0	-30	21	-2	14	17	-6	1
> CC1(c2ccc(OC(F)F)cc2)NC(=O)N(CC(=O)N2CCN(C(=O)c3ccco3)CC2)C1=O (stereo not given)
  -8	-7	-3	13	18	3	9	7
> CCC1C(=O)NCCN1C(=O)c1ccccc1OC1CCN(S(C)(=O)=O)CC1 (stereo not given)
  -2	4	0	5	-1	-12	5	-4
> Cn1c(SCC(=O)NCCc2ccccc2)nnc1-c1ccncc1
  0	8	-2	-2	-20	0	1	0
> COCCSc1ccccc1C(=O)Nc1ccccc1C(C)C
  0	-2	-7	25	-1	6	-2	-3
> COc1cc(C(=O)Oc2ccccc2/C=N/NC(=O)c2ccc(Cl)cc2)cc(OC)c1OC
  54	-7	13	-74	13	5	5	-1
> O=C(Nc1ccc2nn(-c3ccc(F)cc3)nc2c1)c1cccnc1
  40	-18	4	-52	-32	-7	-6	-5
> CCOC(=O)N1CCC(c2cc(=O)n3[nH]c(-c4ccccc4)cc3n2)CC1
  -13	-2	17	-14	-8	-1	-14	-7
> CCC(=O)NC(Nc1cc(C)ccn1)(C(F)(F)F)C(F)(F)F
  -16	7	-6	9	13	-6	98*	0
> O=C1CCCC2=C1C(c1ccccn1)Nc1ccc(C(=O)c3ccccc3)cc1N2 (stereo not given)
  6	5	-8	17	13	-10	-1	6
> CCNc1ccc(C(=O)OCC(=O)NCc2ccccc2Cl)cc1[N+](=O)[O-]
  1	2	-7	10	-4	-4	0	4
> CCCc1nnc(SCc2ccc(C(=O)OC)o2)n1N
  13	5	-4	3	4	-8	-4	-3
> CCN(Cc1ccccc1)S(=O)(=O)c1c(N)n(C)c(=O)n(C)c1=O
  -4	1	8	1	8	-3	6	3
> CCN1CCN(C(=O)c2cc3cc4ccc(OC)cc4nc3s2)CC1
  -31	13	5	-34	-50	4	-3	-7
> Oc1ccc(Cl)cc1-c1cc(-c2ccccc2)n[nH]1
  10	27	20	-25	-45	1	3	8
> COc1ccc(S(=O)(=O)N2CCN(c3ccccc3OC)CC2)cc1C(=O)N1CCCCC1
  -9	-4	13	5	6	-8	5	1
> C[C@H](NC(=O)c1ccccc1Cl)C(=O)NCc1cccs1
  0	4	-3	27	-4	-15	0	5
> COc1ccc(NC(=O)c2cccc3c2C(=O)N(CC2CCCO2)C3)cc1OC (stereo not given)
  -3	7	3	8	8	0	5	6
> Cc1cc2c(c(=O)o1)C(c1cccs1)C(C#N)=C(N)O2 (stereo not given)
  16	-6	-2	11	0	-4	-4	-2
> COc1ccc(Oc2c(O)c3ccccc3n(C)c2=O)cc1
  -5	11	-13	14	2	6	9	-9
> COc1cccc(C2=NN(C(=O)c3ccco3)C(c3ccco3)C2)c1 (stereo not given)
  -6	11	12	0	4	2	2	-11
> CCCc1cc(=O)[nH]c(SCC(=O)Nc2ccc(Cl)c(S(=O)(=O)N3CCOCC3)c2)n1
  1	-10	0	1	-8	-1	-10	-6
